RXFP1 antagonist: antagonists of human relaxin receptor RXFP1; 350,000 tested, 0.59% active; Q9HBX9; HEK293-RXFP1, relaxin-stimulated cAMP HTRF, 30 min; active compounds read low; activity change, negative = inhibition, % at 57.5 µM;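 active = activity change of -60% or lower, but not beyond a set lower limit; inconclusive = change between -60% and -40%, or beyond the set limit; inactive = change above -40%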; also: % is scaled to controls: 0 for no effect and ±100 for the full control effect
D2 PAM: positive allosteric modulators of human D2 dopamine receptor; P14416; HEK293 T-REx D2, calcium flux, EC20 dopamine potentiation; potentiation, % at 10 µM; 340,000 tested, 0.34% active; AID 485347;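 active = potentiation over 3 SD above the plate norm, cut at about 30% in these data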; also: 0% is about no effect
Target sequence (P14416 whole entry, looked up): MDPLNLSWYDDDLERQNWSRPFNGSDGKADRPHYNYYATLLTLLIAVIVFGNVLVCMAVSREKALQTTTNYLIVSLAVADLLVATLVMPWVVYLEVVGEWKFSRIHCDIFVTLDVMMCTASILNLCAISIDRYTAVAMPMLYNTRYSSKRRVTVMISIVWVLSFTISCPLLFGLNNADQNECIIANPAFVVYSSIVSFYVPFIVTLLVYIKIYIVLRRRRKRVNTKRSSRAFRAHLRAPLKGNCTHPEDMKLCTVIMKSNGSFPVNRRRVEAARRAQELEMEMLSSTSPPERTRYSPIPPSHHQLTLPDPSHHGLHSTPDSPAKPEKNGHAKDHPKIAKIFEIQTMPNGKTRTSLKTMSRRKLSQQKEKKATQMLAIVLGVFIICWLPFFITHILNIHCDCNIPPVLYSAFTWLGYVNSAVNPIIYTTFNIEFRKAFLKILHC
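Tetracycline-induced HEK293 T-REx cells force-coupled to calcium signalling expressed D2; compounds were pin-added after a 10 s baseline, read kinetically 180 s, then an EC20 dopamine challenge followed with a further 180 s calcium read.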
D2 agonist: activates the human D2 dopamine receptor | HEK293 T-REx D2 cells, calcium flux agonist mode | activation, % at 2 µM | 340,000 tested, 0.53% active;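 active = activation over 3 SD above normal in the single-dose calcium agonist read, cut at about 30% in these data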; also: 0% is about no effect
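In this primary screen, compounds producing a positive calcium signal within 180 s of addition to tetracycline-induced, force-coupled HEK293 Trex D2 cells are flagged; cells are dye-loaded with a no-wash calcium kit beforehand.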
D1 potentiator: enhances dopamine response at the human D1 receptor. P21728. HEK293 TREx D1 cells, calcium flux, dopamine EC20 potentiation. potentiation, % at 10 µM. 360,000 tested, 0.036% active; in the data active = potentiation above about 30%; also: 0% is about no effect
Target sequence (P21728 whole entry, looked up): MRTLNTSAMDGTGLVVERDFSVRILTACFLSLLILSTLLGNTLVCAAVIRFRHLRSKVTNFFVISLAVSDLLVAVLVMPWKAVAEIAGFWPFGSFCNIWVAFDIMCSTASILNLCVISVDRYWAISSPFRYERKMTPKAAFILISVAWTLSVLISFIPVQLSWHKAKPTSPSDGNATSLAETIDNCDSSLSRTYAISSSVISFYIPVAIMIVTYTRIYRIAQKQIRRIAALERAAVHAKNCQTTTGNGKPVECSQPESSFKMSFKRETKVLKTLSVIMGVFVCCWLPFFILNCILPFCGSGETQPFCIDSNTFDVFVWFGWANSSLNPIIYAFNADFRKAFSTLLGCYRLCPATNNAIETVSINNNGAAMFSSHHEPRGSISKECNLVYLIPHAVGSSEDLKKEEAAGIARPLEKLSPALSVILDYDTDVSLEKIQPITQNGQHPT
D1 ag: agonists of human D1 dopamine receptor; 360,000 tested, 1% active; HEK293 T-REx D1 cells, calcium flux, agonist mode; activation, % at 2 µM; in the data active = activation above about 30%; also: 0% is about no effect
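Inducible HEK293 T-REx D1 cells, force-coupled to calcium signalling, were plated at 4000 cells/well with tetracycline and held overnight at 30 C. After no-wash calcium dye loading, compound-evoked calcium rise over 180 s flagged agonists.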
D2 antagonist: antagonists of human D2 dopamine receptor | inhibition, % at 10 µM | HEK293 TREx D2 cells, calcium flux, dopamine EC80 | 340,000 tested, 2% active | AID 485344; in the data active = inhibition above about 30%; also: 0% is about no effect
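Dopamine at EC80 is the agonist stimulus; test compounds precede it by 180 s. Calcium flux read kinetically in a force-coupled, inducible HEK293 T-REx D2 cell line.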
D1 antag: human D1 dopamine receptor antagonism; P21728; HEK293 TREx D1 cells, calcium flux, dopamine EC80; active compounds read low; activity change, negative = inhibition, % at 10 µM; 360,000 tested, 3.2% active; in the data active = activity change below about -30%; also: % is scaled to controls: 0 for no effect and ±100 for the full control effect
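Allosteric or orthosteric antagonism assessed as attenuation of the calcium response to EC80 dopamine, added 180 s after compound, in induced HEK293 Trex D1 cells loaded with no-wash calcium dye.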
RXFP1 agonist: agonists of human relaxin receptor RXFP1; Q9HBX9; HEK293T-RXFP1 cAMP TR-FRET, 30 min; response scale: percent of porcine relaxin response, buffer zero; Potency, µM (top dose mostly 57.5 µM), inactives show at the highest dose activation, hits mostly activators; 370,000 tested, 0.3% active; active = well fitted activation curve with a large enough effect; inconclusive = small, poorly fitted or top-dose-only effect; also: potency is read from the fitted curve at half-maximal effect; % is scaled to controls: 0 for no effect and ±100 for the full control effect; nearly all actives have a fitted effect of over 60% in size; many of its hits are not listed in these tables
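HEK293 cells stably expressing RXFP1, treated 30 min at 37C with compounds plus PDE4 inhibitor Ro 20174; cAMP measured by HTRF TR-FRET. Normalized to buffer and 29 nM porcine relaxin; EC50 by Hill fit.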
TRHR PAM: allosterically enhances the human TRH receptor | AID 493056 | TRHR cells, fluo-8 calcium fluorescence, EC20 TRH enhancement | P34981 | 360,000 tested, 0.66% active | enhancement, % at 2 µM; in the data active = enhancement above about 30%; also: 0% is about no effect
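TRHR-expressing cells loaded with fluo-8 calcium dye were read kinetically (ex 480/em 530) during compound addition, then stimulated with an EC20 of TRH (10 nM final). Enhancement of the Gq-mediated intracellular calcium response was scored.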
* = called active by the depositor; ? = inconclusive; · = not tested or not shown. The list is partial; count on the stated rates, not on these rows.

Structure	D2 agonist	RXFP1 antagonist	D2 PAM	D1 ag	D2 antagonist	RXFP1 agonist	D1 antag	TRHR PAM	D1 potentiator
O=C(O)c1cccc(Nc2nc(Nc3ccccc3)nc(N3CCCC3)n2)c1	0.0	-25	4	0	14	-0.3%	16	-2	-8
CCC(C)NS(=O)(=O)c1ccc(OCC(=O)NCc2cccnc2)cc1 (configuration not stated)	-0.1	-10	-6	1	7	-0.3%	7	1	-20
O=C(CSc1ccc2c(c1)OCCO2)Nc1ccc(N2CCOCC2)cc1	-0.6	-9	-11	0	0	0.1%	-2	0	-1
O=c1c2ccccc2nc(SCCN2CCCCC2)n1CCc1ccccc1	-0.3	-34	2	0	0	0.6%	11	17	1
Cc1nnc(SCc2cccc(CSc3nnc(C)s3)c2)s1	-0.1	9	4	3	18	-0.1%	-4	9	-7
COc1ccccc1OCC#CCNC1CCCCC1C (configuration not stated)	-0.2	3	-12	6	-3	0.0%	-15	-3	-3
COc1ccc(OC)c(-c2csc(N(C)C(=O)c3ccco3)n2)c1	0.7	-1	5	2	13	?	2	4	14
Cc1cccc(N(CC(O)CN2CCCC2)S(=O)(=O)c2ccccc2)c1 (configuration not stated)	0.3	-7	-1	2	13	-1.9%	-1	0	-2
COc1ccccc1-c1nnc(SCc2ccccn2)n1C	-1.3	-2	3	-2	-17	-1.4%	30	2	1
O=C(CCNc1n[nH]c(=O)[nH]c1=O)N1CCOCC1	1.7	-10	14	2	6	1.1%	2	14	6
C/C(O)=C(\C#N)c1nnc2n1CCCCC2	-0.5	8	-3	6	-2	0.1%	-10	-7	-5
CCN(CC)S(=O)(=O)c1ccc(NC(=O)C(OC)c2ccccc2)cc1 (configuration not stated)	-0.7	11	-19	7	21	3.1%	-17	-1	-5
C=C1CCN(CC(=O)OC)S(=O)(=O)c2ccccc21	1.4	·	9	9	12	3.2%	-9	-1	-2
CCN(CC(=O)NCc1ccc(F)cc1)Cc1cc(=O)n2ccsc2n1	-0.3	-4	2	0	-34	14%	-18	1	-6
COc1ccc(-c2cc(C(=O)Nc3cc(C)nn3-c3ccccc3)no2)cc1	-1.2	-20	-8	1	-4	4.6%	8	7	-4
NC(N)=N/N=C/c1ccccc1	0.5	9	-14	2	3	2.3%	-1	-4	1
COc1cc2[nH]c3c(OC)ncnc3c2cc1OC	-1.1	-4	2	4	16	17%	-8	16	3
O=C(CCCOc1ccc(Cl)cc1)NCC1CCCO1 (configuration not stated)	0.0	2	8	0	-29	6.3%	6	16	-3
COc1ccnc(CS(=O)c2nc3cc(C(O)(F)F)ccc3[nH]2)c1OC (configuration not stated)	-2.0	-1	0	1	-16	-0.7%	0	-4	0
O=C(CSCc1c(Cl)cccc1Cl)NCC1CCCO1 (configuration not stated)	0.9	4	18	3	-22	3.2%	-23	12	-1

Compounds listed so far that contain a halogen, in the order listed:
Structure	D2 agonist	RXFP1 antagonist	D2 PAM	D1 ag	D2 antagonist	RXFP1 agonist	D1 antag	TRHR PAM	D1 potentiator
CCN(CC(=O)NCc1ccc(F)cc1)Cc1cc(=O)n2ccsc2n1	-0.3	-4	2	0	-34	14%	-18	1	-6
O=C(CCCOc1ccc(Cl)cc1)NCC1CCCO1 (configuration not stated)	0.0	2	8	0	-29	6.3%	6	16	-3
COc1ccnc(CS(=O)c2nc3cc(C(O)(F)F)ccc3[nH]2)c1OC (configuration not stated)	-2.0	-1	0	1	-16	-0.7%	0	-4	0
O=C(CSCc1c(Cl)cccc1Cl)NCC1CCCO1 (configuration not stated)	0.9	4	18	3	-22	3.2%	-23	12	-1

(listing goes on)
Structure	D2 agonist	RXFP1 antagonist	D2 PAM	D1 ag	D2 antagonist	RXFP1 agonist	D1 antag	TRHR PAM	D1 potentiator
Cc1cnc(C(=O)Nc2ccccc2C(=O)N2CCOCC2)cn1	-0.5	-3	-14	2	3	-0.3%	-4	4	-6
Cn1c(C(=O)NCCCN2CCN(c3cccc(Cl)c3)CC2)cc2c(=O)n(C)c3ccccc3c21	60*	5	-36	2	95*	1.8%	22	-6	1
Cc1ccc(S(=O)(=O)N(C)S(=O)(=O)c2ccc(C#N)cc2)cc1	0.5	·	8	3	-29	-2.1%	-3	8	-5
Cn1c(SCC(=O)NCc2cccs2)nnc1-c1ccc(O)cc1	0.1	-17	-4	1	5	0.2%	2	-4	-2
CCN(Cc1ccccc1)S(=O)(=O)c1ccc(C(=O)Nc2nnc(C3CC3)o2)cc1	-0.7	·	6	3	12	-1.4%	-3	2	2
CN(C(=O)C1CCCN1S(=O)(=O)c1ccc(Cl)cc1)c1ccccc1 (configuration not stated)	-0.1	2	8	2	-5	-1.4%	12	6	-1
COc1ccc(CNc2nc3nc(-c4ccccc4)cc(=O)n3[nH]2)cc1OC	-0.7	-1	-3	2	18	1.2%	15	0	-2
N#Cc1c(N)sc2c1CCN(C(=O)OCc1ccccc1)C2	-0.4	-17	1	2	-11	2.2%	-25	15	-4
COc1ccc(NC(=O)COc2nsnc2N2CCOCC2)c(OC)c1	·	9	5	1	·	-1.5%	-2	-8	0
O=C(O)c1cc(N2C(=O)C3CC=CCC3C2=O)ccc1NCc1cccnc1 (configuration not stated)	1.5	-14	22	0	1	1.6%	-4	6	12
O=C(NCCCN1CCCCC1)C1CC(=O)N(CCc2ccccc2)C1 (configuration not stated)	0.0	3	-6	1	-1	-0.1%	4	-5	-2
CN1C(=O)Cc2cc(S(=O)(=O)CCC(=O)Nc3cccc(C(F)(F)F)c3)ccc21	-0.7	-3	3	1	·	0.1%	-5	2	0
Cc1ccc(NC(=O)NCC2CC2(Cl)Cl)cc1 (configuration not stated)	0.7	2	5	0	-6	-0.7%	-9	0	-8
COC(=O)c1ccc(NC(=S)NCCCN2CCCC2=O)cc1	-0.4	2	-11	-1	6	1.7%	·	-1	-4
CCC(CO)Nc1ncnc2c1cnn2-c1ccc(Cl)cc1 (configuration not stated)	1.0	·	3	2	1	0.1%	-1	-6	-8
Cc1ccc(NC(=O)Cn2c(=O)n(Cc3ccccc3)c(=O)c3c(C)c(C(=O)N(C)C)sc32)c(C)c1	0.0	2	5	2	·	2.4%	-4	0	2
Cc1ccc(N(CC(N)=O)C2SC(=O)NC2=O)cc1 (configuration not stated)	1.1	6	7	2	15	-0.3%	6	-5	5
O=C(/C=C/c1cccs1)Nc1sc2c(c1C(=O)O)CCCC2	-1.4	-18	20	2	-5	0.6%	7	1	9
COc1ccc(C(=O)Nc2ccccc2)cc1S(=O)(=O)NCc1ccco1	0.2	3	-4	2	-15	0.2%	-12	1	1
CCCn1c(SCC(=O)NC2CCCc3ccccc32)n[nH]c1=O (configuration not stated)	0.2	-7	10	1	-7	-2.3%	-12	-1	5

Next part (2 carried over from the part before).
Structure	D2 agonist	RXFP1 antagonist	D2 PAM	D1 ag	D2 antagonist	RXFP1 agonist	D1 antag	TRHR PAM	D1 potentiator
COc1ccc(C(=O)Nc2ccccc2)cc1S(=O)(=O)NCc1ccco1	0.2	3	-4	2	-15	0.2%	-12	1	1
CCCn1c(SCC(=O)NC2CCCc3ccccc32)n[nH]c1=O (configuration not stated)	0.2	-7	10	1	-7	-2.3%	-12	-1	5
COc1ccc([C@@H]2OC2(C(N)=O)C(N)=O)cc1	-0.1	14	-4	1	5	0.0%	2	3	5
CN=C1SC(CC(=O)Nc2ccccc2F)C(=O)N1/N=C/c1ccc(O)c(OC)c1 (configuration not stated)	-0.2	4	-2	8	-5	1.3%	4	-4	-3
Cc1c(NC(=O)COC(=O)Cn2cc(C(F)(F)F)ccc2=O)cccc1[N+](=O)[O-]	-0.4	-7	-7	2	0	3.2%	-2	-25	-1
CC(C)(C)OC(=O)NN1CC(=O)N2Cc3[nH]c4ccccc4c3C[C@H]2C1=O	-0.3	-3	3	6	7	-0.2%	-9	3	-6
Cc1nn(C)c(C)c1S(=O)(=O)N1CCC(C(=O)NC(C)c2ccccc2)CC1 (configuration not stated)	-2.4	·	8	1	5	1.3%	1	1	-1
CCN1C(=O)c2cccc3c(S(=O)(=O)NCC4CCCO4)ccc1c23 (configuration not stated)	-0.6	3	-2	2	4	16%	27	3	-3
CCOC(=O)C(Oc1ccc(=O)n(-c2ccccc2)n1)C(C)=O (configuration not stated)	-2.9	-21	-5	3	-5	5.0%	-11	-5	0
Cc1ccc(S(=O)(=O)Nc2ccc3c(c2)nc(CN2CCCC2)n3C)cc1	1.7	-13	-12	49*	72*	0.1%	-14	14	-2
c1cc(-c2nnc(-c3ccncc3)o2)ccn1	-0.3	5	5	1	-8	2.1%	-10	1	-1
Cc1ccc(CSCCNC(=O)CN(c2cc(C)ccc2C)S(C)(=O)=O)cc1	-0.8	-28	-4	3	-6	0.6%	6	-6	-10
N#C/C(=C\c1ccc(N2CCCC2)c([N+](=O)[O-])c1)c1nc2ccccc2[nH]1	-0.3	-5	1	1	8	1.4%	-8	1	1
Cn1nc(C(C)(C)C)c(NC(=O)c2cccs2)c1C(C)(C)C	-0.1	-12	7	1	-2	-3.1%	0	22	0
CSc1ccc(C(=S)N2CCCCCC2)cc1	·	5	·	2	·	1.4%	-13	-9	-5
O=C(c1ccco1)N1CCN(C(=O)C(Cc2ccccc2)NS(=O)(=O)c2cccs2)CC1 (configuration not stated)	-0.2	-10	1	1	-24	3.9%	1	-2	-6
COc1ccc(N(CC(=O)NC2CCCC2)C(=O)Cn2nnc(-c3ccc(C)o3)n2)c(OC)c1	0.1	1	-5	1	-14	-0.7%	6	0	-4
CCOC(=O)c1c(C)c(C(=O)Nc2cc(OC)ccc2OC)c(C)n1CC	0.3	-20	7	2	-4	-0.2%	16	2	-4
Cc1ccc(C)c(NC(=O)C(Sc2nc3ccc(C)cc3[nH]2)c2ccccc2)c1 (configuration not stated)	1.5	-19	-5	1	8	0.0%	-23	1	-1
CCCOP(=O)(c1ccc(N(C)C)cc1)C(O)c1ccncc1 (configuration not stated)	0.8	-1	2	0	1	-0.4%	0	1	-3
CCOc1ncccc1C(=O)N(CC)CC(=O)NCc1ccc(Cl)cc1	1.4	0	-12	2	5	-0.2%	-3	-1	8
Cc1onc(-c2ccccc2)c1C(=O)OCC(=O)Nc1cccc(Cl)c1	0.0	-19	6	47*	-28	2.7%	2	-6	·
CC1(C)N=C(N)N=C(N)N1c1ccc(C(=O)O)cc1	2.7	·	15	1	-5	1.3%	0	-5	-1
COc1ccc(NC(=O)C2C3CCC4C(CCC32)C4(Cl)Cl)cc1 (configuration not stated)	0.5	-2	4	0	0	0.3%	-11	-2	1

Bioassay records: PubChem, National Center for Advancing Translational Sciences (NCATS)
